GLS inh – qHTS for Inhibitors of Glutaminase (GLS) | actives 0.21% (n = 410,000) | GLS enzymatic activity, qHTS titration | Potency, µM (doses to about 45.5 µM), for inactives: at the highest dose activity change, negative = inhibition, most hits filed as inhibitors | AID 624170, 2012 | Glutaminase kidney isoform, mitochondrial (Homo sapiens), O94925; further: potency means the concentration at half of the fitted maximal effect
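Glutamate formation by hKGA was monitored fluorometrically using coupled glutamate oxidase, HRP and Amplex Red. Substrate was added as 1 mM L-glutamine solution; incubation was 30 min at RT after an initial read.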
PI4K2A inh – qHTS for small molecular inhibitors of PI4K2A. purified PI4K2A, ADP-Glo luminescence, 1 h; stronger effect = lower value. activity change, negative = inhibition, % at 76.9 µM. Phosphatidylinositol 4-kinase type 2-alpha (Homo sapiens), Q9BTU6. actives 0.13% (n = 420,000); in the data active means activity change below about -50%; inconclusive means mostly about -30% to -49%;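 further: -100% = wells without enzyme as full effect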
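PI4K2A activity was measured by ADP-Glo luminescence: enzyme (4 ug/mL stock) and phosphatidylinositol (1.2 mM stock) in Tris pH 7.5/MgCl2/EGTA/Triton X-100 buffer were reacted with ATP (300 microM stock) for one hour at ambient temperature.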
ALOX12 inh – Primary qHTS assay for inhibitors of human arachidonate 12S-lipoxygenase (ALOX12): Round 2; actives 1.1% (n = 580,000); AID 1671190, 2021; purified 12hLO, xylenol orange hydroperoxide absorbance; Polyunsaturated fatty acid lipoxygenase ALOX12 (Homo sapiens), P18054; Potency, µM (highest dose often 108 µM), for inactives: at the top dose activity change, negative = inhibition, usual class: inhibitors; further: potency means the concentration at half of the fitted maximal effect
Target sequence (P18054 whole entry, looked up): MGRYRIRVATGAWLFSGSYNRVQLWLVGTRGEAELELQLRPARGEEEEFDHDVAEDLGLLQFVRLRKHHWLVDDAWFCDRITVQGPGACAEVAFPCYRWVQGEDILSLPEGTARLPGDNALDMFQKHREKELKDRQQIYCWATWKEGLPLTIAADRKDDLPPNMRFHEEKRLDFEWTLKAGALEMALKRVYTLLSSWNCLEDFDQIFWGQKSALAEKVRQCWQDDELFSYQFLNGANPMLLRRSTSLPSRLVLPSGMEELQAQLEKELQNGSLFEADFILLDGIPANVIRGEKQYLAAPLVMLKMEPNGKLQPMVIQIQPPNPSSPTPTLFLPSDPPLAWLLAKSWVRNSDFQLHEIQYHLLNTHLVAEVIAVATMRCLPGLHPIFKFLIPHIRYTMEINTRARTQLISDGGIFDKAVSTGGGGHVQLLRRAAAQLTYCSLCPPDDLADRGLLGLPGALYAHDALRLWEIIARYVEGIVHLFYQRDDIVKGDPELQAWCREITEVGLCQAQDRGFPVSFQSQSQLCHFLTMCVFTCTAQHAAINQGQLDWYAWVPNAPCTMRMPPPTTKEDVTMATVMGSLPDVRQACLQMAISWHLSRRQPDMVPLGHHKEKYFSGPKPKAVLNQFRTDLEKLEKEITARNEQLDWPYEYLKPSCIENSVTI
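Purified human 12hLO at 150 nM in 25 mM Hepes, 0.01% Triton X-100, pH 7.0, preincubated 15 min at room temperature with compound. Reaction started with 40 uM arachidonic acid, 30 min at room temperature. Hydroperoxide measured by Fe-xylenol orange, 573/405 nm absorbance ratio.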
JMJD2A Tudor – qHTS Assay for Inhibitors of JMJD2A-Tudor Domain | AlphaScreen JMJD2A-Tudor / H3K4me3 peptide binding | Potency, µM (highest dose often 114 µM), without a hit: top-dose activity change, negative = inhibition, actives largely listed as inhibitors | actives 4.4% (n = 390,000) | AID 504339, 2011; further: potency means the concentration at half of the fitted maximal effect; nearly all actives have a fitted effect of over 50% in size
Active calls of the source: *; ? = inconclusive; . = no result given; [ ] = remark or other dose. Unless noted, the call rests on the fitted dose curve; in most records, active means well fitted curve in the direction sought with a large enough effect; inconclusive means small, poorly fitted or top-dose-only effect, or another doubt; inactive means no such curve, though single readings can be large; an effect the other way counts as inactive or inconclusive. Unless noted, on the % scale 0 is the no-effect control and ±100 the full control effect. A portion of the library, so the mix of outcomes need not match the whole.

1: O=C(NC1CCCN(c2cc(-c3ccc(F)cc3)[nH]n2)C1)c1ccc(F)cc1Cl (centres undefined)
2: O=C(Nc1nc2c(s1)CCCCC2)c1ccc(Cl)cc1
3: COc1cc2c(cc1OC)C(CNC(=O)c1cccs1)N(C(=O)Nc1cccc(F)c1)CC2 (centres undefined)
4: O=C(NCC1CCN(c2cc(-c3ccc(F)cc3)[nH]n2)CC1)c1ccc[nH]1
5: CCOc1ccccc1NC(=O)NC1CCN(c2nc(C)cc(C)n2)CC1
6: O=C(c1cc(C2CC2)[nH]n1)N1CCc2c(nc(-c3ccccn3)[nH]c2=O)C1
7: COCCNC(=O)C(NC(=O)c1ccc(OC)cc1)C1CCN(C(=O)c2cccc(C)c2)CC1 (centres undefined)
8: CC(CC1OCC(CN2CCCCC2)O1)CC(C)(C)C (centres undefined)
screen / no.,1,2,3,4,5,6,7,8
GLS inh,.,.,.,.,.,.,.,.
PI4K2A inh,.,.,.,.,.,.,.,.
ALOX12 inh,27%,?,-4%,4%,-23%,99%[activator],18%,-15%
JMJD2A Tudor,.,.,.,.,.,.,.,.

9: Clc1ccc(C2Cn3nnc(-c4noc(C5CCC5)n4)c3CO2)cc1 (centres undefined)
10: Cc1onc(-c2cnn(C)c2NCc2ccc(C#N)cc2)c1C(=O)NC1CCOCC1
11: N#Cc1cccc(NC(=O)N2CCN(c3ncccc3Cl)CC2)c1
12: Cc1cc(C)c(S(=O)(=O)N[C@H]2CC[C@@]34CCCN3C(=O)CCC[C@H]4[C@H]2Cc2ccccc2)c(C)c1
13: CC1(C)CC(NC(=O)CC(=O)NC2CC(C)(C)NC(C)(C)C2)CC(C)(C)N1
14: C(=C\c1ccccc1)/CN(C/C=C/c1ccccc1)CCN1CCOCC1
15: Cc1nc2cc(C(=O)N3CC[C@@](C)(O)[C@@H](O)C3)ccc2s1
16: COc1ccc(NC(=O)N[C@H]2CO[C@H]3[C@@H]2OC[C@H]3OC(=O)Nc2ccc(Oc3ccccc3)cc2)cc1
screen / no.,9,10,11,12,13,14,15,16
GLS inh,.,.,.,.,.,.,.,.
PI4K2A inh,.,.,.,.,.,.,.,.
ALOX12 inh,12%,4%[176 µM],?,1%,-2%,?,40%[activator],4%
JMJD2A Tudor,.,.,.,.,.,.,.,.

7 of the compounds above, with two lines to a compound.
The line under a structure holds: GLS inh | PI4K2A inh | ALOX12 inh | JMJD2A Tudor
9. Clc1ccc(C2Cn3nnc(-c4noc(C5CCC5)n4)c3CO2)cc1 (centres undefined)
→ . | . | 12% | .
10. Cc1onc(-c2cnn(C)c2NCc2ccc(C#N)cc2)c1C(=O)NC1CCOCC1
→ . | . | 4%[176 µM] | .
11. N#Cc1cccc(NC(=O)N2CCN(c3ncccc3Cl)CC2)c1
→ . | . | ? | .
12. Cc1cc(C)c(S(=O)(=O)N[C@H]2CC[C@@]34CCCN3C(=O)CCC[C@H]4[C@H]2Cc2ccccc2)c(C)c1
→ . | . | 1% | .
13. CC1(C)CC(NC(=O)CC(=O)NC2CC(C)(C)NC(C)(C)C2)CC(C)(C)N1
→ . | . | -2% | .
14. C(=C\c1ccccc1)/CN(C/C=C/c1ccccc1)CCN1CCOCC1
→ . | . | ? | .
15. Cc1nc2cc(C(=O)N3CC[C@@](C)(O)[C@@H](O)C3)ccc2s1
→ . | . | 40%[activator] | .

Other results follow:
17: O=C(OCC#CCSc1nnc(-c2cccc3ccccc23)o1)c1ccc(F)cc1F
18: Oc1ccc(-c2ccccc2F)c2cccnc12
19: O=C1CCc2cc(S(=O)(=O)Nc3ccc4c(c3)OCCO4)ccc2N1
20: c1coc(CCNc2ncnc3ccc(-c4ccc5c(c4)OCO5)cc23)c1
21: Oc1ccc(Nc2ccccc2F)c2cccnc12
22: Cn1nnnc1Sc1ncnc2scc(-c3cnc(N)nc3)c12
23: CCCCN1C(=O)c2ccccc2NC1c1ccc(OC)c(COc2ccc(NC(C)=O)cc2)c1 (centres undefined)
24: Cc1cc2c(s1)c1cnn(Cc3c(Cl)ccc(C)c3F)c(=O)c1n2C
screen / no.,17,18,19,20,21,22,23,24
GLS inh,.,.,.,.,.,.,.,.
PI4K2A inh,-2,-7,4,-18,-52*,0,2,-2
ALOX12 inh,.,.,.,.,.,.,.,.
JMJD2A Tudor,26%,79µM*,-14%,56µM*,22µM*,-14%,-34%,-27%

25: CCN(Cc1cccs1)c1ncnc2ccc(-c3ccc4c(c3)OCO4)cc12
26: C[n+]1cc(C(O)(c2ccccc2)c2ccccc2)n2ccccc21
27: O=C(OCC#CCSc1nnc(-c2ccccc2Cl)o1)c1ccc(F)cc1
28: N=c1c2c(ccn1Cc1ccccc1)Oc1ccc3ccccc3c1C2c1ccccc1 (centres undefined)
29: Cc1cc2c(s1)c1cnn(Cc3ccc(F)cc3F)c(=O)c1n2C
30: O=C(OCC#CCSc1nnc(-c2cccc3ccccc23)o1)c1ccsc1
31: N=c1c2c(ccn1CCCc1ccccc1)Oc1ccc3ccccc3c1C2c1ccccc1 (centres undefined)
32: N#CN1CCC(NS(=O)(=O)c2cccc(C(F)(F)F)c2)CC1
screen / no.,25,26,27,28,29,30,31,32
GLS inh,.,.,.,.,.,.,.,.
PI4K2A inh,-12,2,1,-3,-3,-2,-1,-4
ALOX12 inh,.,.,.,.,.,.,.,.
JMJD2A Tudor,-1%,-8%,54%[activator],?,-25%,29%,?,-8%

Three compounds drawn at random from those above:
29: Cc1cc2c(s1)c1cnn(Cc3ccc(F)cc3F)c(=O)c1n2C
31: N=c1c2c(ccn1CCCc1ccccc1)Oc1ccc3ccccc3c1C2c1ccccc1 (centres undefined)
32: N#CN1CCC(NS(=O)(=O)c2cccc(C(F)(F)F)c2)CC1
screen / no.,29,31,32
GLS inh,.,.,.
PI4K2A inh,-3,-1,-4
ALOX12 inh,.,.,.
JMJD2A Tudor,-25%,?,-8%

The list goes on:
33: O=C(OCC#CCSc1nnc(-c2cccc3ccccc23)o1)c1ccccc1F
34: O=C(OCC#CCSc1nnc(-c2cccc3ccccc23)o1)c1ccc(Cl)c(C(F)(F)F)c1
35: O=C(OCC#CCSc1nnc(-c2ccccc2F)o1)c1ccc(F)cc1
36: COc1ccc(CCN2C(=O)CCC3=C2CCC3=O)cc1OC
37: CCCCS(=O)(=O)N[C@@H](Cc1ccc(OCCCCC2CCNCC2)cc1)C(=O)O
38: CCCS(=O)(=O)NC(=O)C1(C)CCN(C(=O)c2ccc3ccccc3c2)C1 (centres undefined)
39: CCc1nc2c(OCCC3CCCCC3)cccn2c1N(C)C(=O)C(C)C
40: O=C1C=CC(=O)N1c1ccc(-c2nc3ccccc3o2)cc1
screen / no.,33,34,35,36,37,38,39,40
GLS inh,.,.,.,0%,2%,1%,6%,11%
PI4K2A inh,5,-4,0,-3,-1,2,1,-3
ALOX12 inh,.,.,.,.,.,.,.,.
JMJD2A Tudor,39%[activator],22%,70%[activator],.,.,.,.,.

41: CCCS(=O)(=O)NC(=O)C1(C)CCCN(C(=O)c2ccccc2OC(F)(F)F)C1 (centres undefined)
42: CC(C)C[C@@H](CN1CCC[C@@H]1CN1C(=S)NC[C@@H]1Cc1ccc(O)cc1)N1C[C@H](Cc2ccccc2)N(CCc2ccccc2)C1=S
43: O=C(O)Cn1c2ccccc2c2nc3ccccc3nc21
44: COc1cc(C(O)c2nc(-c3ccc(N(C)C)cc3)cs2)ccc1F (centres undefined)
45: COCCNC(=O)C1CCCN(Cc2cccc(Cl)c2)CC1 (centres undefined)
46: COc1ccc(OCCN2CCC(C(=O)NC(c3ccccc3)c3ccc4ccccc4n3)CC2)cc1 (centres undefined)
47: CN(Cc1cn(Cc2ccc(C(F)(F)F)cc2)nn1)C1CN(Cc2cn(Cc3ccc(C(F)(F)F)cc3)nn2)S(=O)(=O)C1 (centres undefined)
48: NCCCCC(C(=O)O)N(C(=O)OCc1ccccc1)C(=O)OCc1ccccc1 (centres undefined)
screen / no.,41,42,43,44,45,46,47,48
GLS inh,8%,4%,-4%,2%,16%,8%,0%,10%
PI4K2A inh,-5,-4,0,4,-2,-5,-2,4
ALOX12 inh,.,.,.,.,.,.,.,.
JMJD2A Tudor,.,.,.,.,.,.,.,.

PI4K2A inh, entries above that show a hit
21: Oc1ccc(Nc2ccccc2F)c2cccnc12
screen / no.,21
GLS inh,.
PI4K2A inh,-52*
ALOX12 inh,.
JMJD2A Tudor,22µM*

(cont.)
49: CCNc1nc(NC(C)C)nc(-c2ccncc2)n1
50: CCC(c1nnnn1-c1ccc2c(c1)OCCO2)N1CCN(c2ccc(F)cc2)CC1 (centres undefined)
51: CCCNC(=O)C1(C)CCCN(Cc2ccccc2-c2ccccc2)C1 (centres undefined)
52: CNc1nc(NCc2ccc(N(C)C)cc2)c2sccc2n1
53: CC1(Cc2ccc(Cl)cc2)C(=O)Nc2c(Cl)cccc21 (centres undefined)
54: CCCS(=O)(=O)NC(=O)C1(C)CCN(C(=O)c2cc3ccccc3s2)C1 (centres undefined)
55: CC1(CO)CCCC1NCCNC1CCCC1(C)CO (centres undefined)
56: Cc1ccc(F)c(C(=O)N2CCCC(C)(C(=O)NS(=O)(=O)C3CC3)C2)c1F (centres undefined)
screen / no.,49,50,51,52,53,54,55,56
GLS inh,-5%,16%,-2%,-3%,-5%,2%,2%,7%
PI4K2A inh,-1,-2,5,-3,2,0,-2,5
ALOX12 inh,.,.,.,.,.,.,.,.
JMJD2A Tudor,.,.,.,.,.,.,.,.

57: CCc1nc2c(OCc3c(C)noc3C)cccn2c1N(C)C(=O)C(C)C
58: OCC1CSC(=S)N1Cc1ccccc1 (centres undefined)
59: O=c1c2c([nH]n1-c1ccccc1)C[C@@H](C1CCCCC1)O[C@H]2c1ccc(F)cc1
60: CC[C@H](C)C1OC(=O)[C@@H](C)[C@@H](CC)NC(=O)[C@H](C)N(C)C(=O)C(C)(C)C(=O)C(C)NC(=O)[C@H](Cc2ccc(OC)cc2)N(C)C(=O)[C@H](C(C)C)N(C)C(=O)CNC(=O)[C@H](CC(C)C)N(C)C(=O)CNC1=O (some centres undefined)
61: C=CCOc1cccn2c(N(C)C(=O)c3ccccc3F)c(CC)nc12
62: CNc1nc(Nc2ccc(C(=O)OC)cc2)c2sccc2n1
63: Cn1nccc1-c1ccc(C(=O)NCc2ccc(Cl)cc2)c2occc12
64: CCc1nc2c(OCc3cccc(Cl)c3)cccn2c1N(C)C(=O)C1CC1
screen / no.,57,58,59,60,61,62,63,64
GLS inh,0%,6%,22%,-6%,-5%,-4%,10%,5%
PI4K2A inh,0,-3,1,-12,-2,-1,-2,4
ALOX12 inh,.,.,.,.,.,.,.,.
JMJD2A Tudor,.,.,.,.,.,.,.,.

65: COC1=CC(=NCl)C=CC1=NCl
66: CC(C)(C)c1ccc(C(=O)N2CCC2(C)C(=O)Nc2ccc3nc[nH]c3c2)cc1 (centres undefined)
67: COc1ccc(OCCN2CCC(C(=O)NC(c3ccc(Cl)cc3)c3ncccc3C)CC2)cc1 (centres undefined)
68: CCOc1ccc(N=Cc2ccc(N(C)C)cc2)c(O)c1
69: NC(=O)c1cccc(-c2ccnc3c2CC(C(=O)Nc2cccc(Oc4ccccc4)c2)O3)c1 (centres undefined)
70: CC1CC2(CC(CN(C3CCCCC3)C3CCCCC3)OC2=O)C(=O)O1 (centres undefined)
71: COCCNC(=O)C1CCCN(Cc2ccccc2F)CC1 (centres undefined)
72: COc1ccc(C(NC(=O)C2CCN(CCCc3ccccc3)CC2)c2ccccn2)cc1 (centres undefined)
screen / no.,65,66,67,68,69,70,71,72
GLS inh,?,2%,10%,-27%,14%,1%,-2%,12%
PI4K2A inh,?,0,-1,-13,-1,0,4,-1
ALOX12 inh,.,.,.,.,.,.,.,.
JMJD2A Tudor,.,.,.,.,.,.,.,.
